Screening data deposited in PubChem by several laboratories.
FXIIa inh = human FXIIa protease inhibitors, primary screen, biochemical, 1536-well; actives 0.3% (n = 220,000); AID 800, 2007; inhibition, % at 5 µM; purified FXIIa, Boc-QGR-AMC fluorogenic substrate, 2 h; Coagulation factor XII (Homo sapiens), P00748; in the data active = inhibition above about 40%;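 note: 0% = enzyme with no compound and 100% = blank without enzyme; many of its hits are not listed in these tables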
thrombin 1536 = human alpha-thrombin inhibitors, primary screen, counter-screen for coagulation protease inhibitor project, biochemical, 1536-well, fluorogenic AMC substrate; actives 0.26% (n = 220,000); inhibition, % at 5 µM; AID 1046, 2008; Boc-VPR-AMC fluorogenic substrate cleavage; Prothrombin (Homo sapiens), P00734;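 active = inhibition at or above 40%; inactive = inhibition below 40%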;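 note: 0% = enzyme with no compound and 100% = wells without enzyme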
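signal = AMC fluorescence, 355/460 nm | material = human alpha-thrombin enzyme | control set = enzyme without compound as high, wells lacking enzyme as low | times = reaction at room temperature | read-out basis = percent inhibition scaled between no-compound controls and no-enzyme blanks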
KLK5 inh = human KLK5 protease inhibitors, primary screen, biochemical, 1536-well | Kallikrein-5 (Homo sapiens), Q9Y337 | recombinant hK5, fluorogenic AMC substrate cleavage | inhibition, % at 5 µM | actives 0.59% (n = 210,000) | AID 873, 2007;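 active = inhibition of 40% or more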;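 note: 0% = enzyme controls without compound and 100% = no-enzyme blanks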
Target sequence (Q9Y337 67-293 limits assumed): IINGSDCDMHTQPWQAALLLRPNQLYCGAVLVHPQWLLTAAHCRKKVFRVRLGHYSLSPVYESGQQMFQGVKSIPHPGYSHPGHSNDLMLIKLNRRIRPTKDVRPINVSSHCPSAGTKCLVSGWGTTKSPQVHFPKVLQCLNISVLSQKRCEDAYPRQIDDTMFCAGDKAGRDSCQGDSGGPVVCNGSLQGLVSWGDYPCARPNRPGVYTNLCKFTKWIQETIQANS
Wee1 stabilizer = Wee1 degradation inhibitors, primary screen, cell-based, HeLa, Wee1K328M-luciferase, luminescence. reporter increase, % at 5 µM. actives 1.2% (n = 220,000). Wee1-like protein kinase (Homo sapiens), P30291. HeLa Luc-Wee1K328M stability; 100% = proteasome inhibitor MG132 effect;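 active = activation above the mean of all tested compounds plus 3 SD, set per screening run, cut at about 8.8% in these data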;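 note: cells exposed to compound for 20 h before luminescence read; 0% = DMSO alone and 100% = MG132 at 30 µM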
FXIa inh 1536 = human FXIa protease inhibitors, primary screen, biochemical, 1536-well | actives 0.14% (n = 220,000) | purified FXIa, Boc-Glu-Ala-Arg-AMC fluorogenic substrate | inhibition, % at 5 µM | AID 798, 2007 | Coagulation factor XI (Homo sapiens), P03951;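 active = inhibition of at least 40%; inactive = inhibition below 40%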;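 note: fluorescence of freed AMC excited at 355 nm; 0% = enzyme without compound and 100% = no enzyme blank; many of its hits are not listed in these tables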
Target sequence (P03951 19-387 limits assumed): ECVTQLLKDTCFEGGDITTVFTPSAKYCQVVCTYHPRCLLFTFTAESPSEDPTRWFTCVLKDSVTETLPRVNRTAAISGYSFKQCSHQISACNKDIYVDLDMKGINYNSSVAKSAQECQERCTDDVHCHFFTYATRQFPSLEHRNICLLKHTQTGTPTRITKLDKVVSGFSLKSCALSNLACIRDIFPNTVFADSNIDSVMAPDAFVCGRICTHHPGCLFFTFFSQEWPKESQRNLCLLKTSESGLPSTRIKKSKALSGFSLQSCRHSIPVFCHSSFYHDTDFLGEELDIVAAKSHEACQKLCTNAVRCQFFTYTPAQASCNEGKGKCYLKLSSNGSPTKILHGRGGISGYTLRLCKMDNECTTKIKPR
Target sequence (P03951 388-625 limits assumed): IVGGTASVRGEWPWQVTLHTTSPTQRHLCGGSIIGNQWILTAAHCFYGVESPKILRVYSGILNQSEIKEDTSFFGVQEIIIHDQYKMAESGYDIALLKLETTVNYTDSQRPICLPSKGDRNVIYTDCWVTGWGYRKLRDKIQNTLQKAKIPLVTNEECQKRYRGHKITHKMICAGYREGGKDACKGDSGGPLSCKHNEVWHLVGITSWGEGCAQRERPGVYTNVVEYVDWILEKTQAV
Cl transport mod = KCC2 cotransporter modulators, thallium flux, primary screen, cell-based, HEK293 KCC2, FluoZin-2 fluorescence, MLSMR. Solute carrier family 12 member 5 (Homo sapiens), Q9H2X9. KCC2 cells, thallium flux FluoZin-2 fluorescence. B-score of Tl+ flux slope (higher = more flux/activation; lower = inhibition) at 10 µM. actives 2.2% (n = 190,000). AID 1456, 2008;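 active = thallium flux slope and its plate-corrected score both differing from the plate sample mean at a set confidence after two filtering rounds, in either direction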;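 note: slope of fluorescence scaled to starting intensity during 10 to 20 s after thallium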
p97 inhibitor = inhibitors of human p97 ATPase, primary screen, biochemical. Transitional endoplasmic reticulum ATPase (Homo sapiens), P55072. recombinant p97 ATPase, Kinase-Glo ATP luminescence, 3 h. inhibition, % at 8 µM. actives 0.42% (n = 220,000); in the data active = inhibition above about 15%;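 note: 0% = DMSO vehicle and 100% = wells lacking enzyme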
PERK inhibitor = block of dimerizer-induced PERK translation repression, primary screen, PERK inhibitor project, CHO PERK-DD cells, SEAP luminescence, HTS; actives 0.17% (n = 220,000); CHO PERK-DD fusion, SEAP luminescence translation reporter; inhibition, % at 5.6 µM; Eukaryotic translation initiation factor 2-alpha kinase 3 (Homo sapiens), Q9NZJ5;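 active = inhibition above the mean inhibition of all tested compounds plus 3 SD, set separately per screening campaign, cut at about 2.9% in these data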;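 note: PERK kinase domain activated by AP20187 dimerizer at 100 nM; 0% = DMSO with dimerizer and 100% = rapamycin at 8.4 µM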
Furin inh = human furin inhibitors, primary screen, biochemical, fluorescence intensity. P09958. purified furin, fluorogenic substrate cleavage. inhibition, % at 30 µM. actives 0.061% (n = 220,000); in the data active = inhibition above about 25%; note: inactives centre near -15
* hit, by the source's call; · = no result given; [ ] = remark or other dose. Random draw from the library. About 4.4% of those tested had a hit in this group.

compound,FXIIa inh,thrombin 1536,KLK5 inh,Wee1 stabilizer,FXIa inh 1536,Cl transport mod,p97 inhibitor,PERK inhibitor,Furin inh
Cc1cc(C)cc(C(=O)Nc2ccc3[nH]c(=O)[nH]c3c2)c1,10,-1,·,-1,1,0.082,4,0.6,-25
CCN(CC)c1ccc(NC(=O)C2CCCN(S(=O)(=O)c3cnc[nH]3)C2)c(C)c1 (stereo not drawn),15,5,-12,-3,5,·,1,1.4,-40
COc1ccc(-c2c(C)oc3ccc(C)cc23)cc1,9,-1,-25,0,2,-0.29,4,1.2,-15[20 µM]
Cc1ccccc1NC(=O)C(=Cc1ccc(C(=O)O)cc1)C(=O)Nc1ccccc1C,12,-7,1,2,-2,-0.28,4,1.2,-19
Cc1nc(-c2nc(-c3c(C(=O)NNC(=O)Nc4ccccc4)noc3C)cs2)cs1,9,1,-3,-3,-2,0.13,2,-0.1,-27
COc1ccc(C2CC(c3ccc(F)cc3)n3nc(NS(C)(=O)=O)nc3N2)cc1 (stereo not drawn),2,-7,-6,0,-1,-0.013,4,0.4,-16
O=C1S/C(=C\c2ccccn2)C(=O)N1Cc1ccccc1F,9,-11,-13,2,3,0.86,2,0.8,-17
Cc1nnc(C)n1/N=C/C=C/c1ccccc1,5,0,12,0,16,·,-4,0.9,3
Cc1ccc(Cl)cc1NC(=O)COC(=O)C1CC1,7,-19,0,-5,-5,0.027,-2,0.6,-12
CCc1nnc(NS(=O)(=O)c2ccc(NS(=O)(=O)c3ccccc3)cc2)s1,6,-5,-7,-1,-5,0.0044,2,-0.9,-31
CN1C(=O)NC(c2ccc(O)cc2)C2=C1CN(c1ccccc1)C2=O (stereo not drawn),8,-6,2,0,0,1.5,5,1.3,-25
Cc1ccc(-n2c(=O)[nH]c3ncccc3c2=O)cc1,5,0,9,-3,0,0.89,-4,-0.8,0
CCOC(=O)C1=C(C)N(C)C(C)=C(C(=O)OCC)C1c1ccccn1,33,-5,-22,-1,19,·,2,-0.1,-22
CC(C)Oc1ccc(/C(O)=C2/C(=O)C(=O)N(CCN(C)C)C2c2ccco2)cc1 (stereo not drawn),13,-1,2,1,2,·,5,1.1,-8
CCOC(=O)C(C)N1N=C(/C=C/c2ccc(C)cc2)CCC1=O (stereo not drawn),11,-13,-4,1,-3,-2.9,0,-0.2,-1[20 µM]
COc1ccc2[nH]cc(CCNC(=O)C3CCCO3)c2c1 (stereo not drawn),9,-1,·,11*,2,1.6,-2,0.3,-19
COc1ccc(OC)c(NC(=O)CCNS(=O)(=O)c2cccs2)c1,14,0,-8,-1,7,0.17,6,-0.3,14[20 µM]
O=C(NCCCN1CCN(c2cccc(Cl)c2)CC1)C1CCC(=O)N1Cc1ccccc1Cl (stereo not drawn),19,1,-13,0,6,0.1,-2,-0.7,-17
COc1ccc(C2(C(=O)Nc3ccc(S(=O)(=O)Nc4nc(C)cc(C)n4)cc3)CCCC2)cc1OC,1,-10,-14,-3,-6,0.037,-3,-0.4,-20
CCCCNCc1cc2ccccc2o1,15,4,2,-2,3,0.3,0,-0.4,-17
C=C(C)CSc1nnc2n(N)c(=O)c3ccccc3n12,12,-1,-19,0,-10,0.43,-6,0.1,-14[20 µM]
Cc1ccccc1NS(=O)(=O)c1cc(S(C)(=O)=O)ccc1Cl,1,-6,-1,-1,-5,·,7,1.3,3[20 µM]
CCN(CC(=O)NCc1cccs1)C(=O)c1ccccc1Cl,5,-14,-2,-2,-5,0.13,0,0.1,-13
Cc1cc(OCCCCNC(C)C)cc(C(C)C)c1,7,-6,-11,3,0,0.47,2,-0.4,-16
CCN1CCN(c2nc(Nc3ccc(OC)cc3)nc(N)c2[N+](=O)[O-])CC1,11,1,3,12*,2,0.71,5,-1.6,-6
O=C(Nc1ccc(F)cc1F)N1CCCN(c2ccc(C(F)(F)F)cn2)CC1,1,-3,4,-1,-1,-0.0011,-6,-1.8,-13
CCSCc1nnc(SCC(=O)Nc2nc3ccccc3s2)n1C,18,1,-14,-2,5,-0.7,1,0.1,-27[20 µM]
O=C(NCCSCc1ccccc1)c1cc(S(=O)(=O)N2CCOCC2)ccc1F,11,7,-9,-2,1,-3.8*,1,-1.0,-2
O=C1CCC(C(=O)NCc2ccc3c(c2)OCO3)N1 (stereo not drawn),8,-6,-3,0,9,0.23,4,0.6,-16
Cc1ccc2ccc(C(Nc3cccc(C(F)(F)F)c3)c3cccnc3)c(O)c2n1 (stereo not drawn),-1,-5,-14,-3,-3,0.55,2,0.4,-8
Cc1ccnc(NS(=O)(=O)c2cccs2)c1,13,3,-8,-1,3,-0.19,4,1.0,-28[20 µM]
COC(=O)c1ccc(CSc2nc3c(c(=O)n2-c2ccc(F)cc2)SCC3)o1,-1,-3,-7,0,-9,-1.7,2,-0.3,-31[20 µM]
Cc1nnc(SCc2cc(=O)[nH]c(Nc3nc(C)c4ccccc4n3)n2)s1,·,·,·,0,·,1.1,-1,-0.7,-21[20 µM]
CN(C)c1ccnc2sc3c(SCc4ccc(Cl)cc4)ncnc3c12,10,-3,-16,2,10,0.031,2,0.7,-16
O=C(Nc1ccc(Br)cc1)c1cc2ccccn2n1,5,0,1,-2,0,-1,3,1.4,-25
COc1ccc(CSc2nnc(C)n2N)cc1[N+](=O)[O-],-6,-8,-9,3,-7,0.23,2,-0.4,-10
O=C(NCC1CCCO1)C1CCCN(Cc2cnn(-c3ccccc3)c2-n2cccc2)C1 (stereo not drawn),4,-11,-3,5,3,·,-4,-1.3,-30[20 µM]
CCCCS(=O)(=O)C(=C1Nc2ccccc2N1)S(=O)(=O)CCCC,3,1,-3,-1,-3,0.67,3,-0.4,-32
O=C(c1ccc(Cn2c(=O)[nH]c3ccccc3c2=O)cc1)N1CCN(c2ccccn2)CC1,7,-4,-15,-3,-8,-0.022,-3,-0.8,-22
Cn1c(SCc2ccc([N+](=O)[O-])cc2)nnc1-c1cccnc1,5,-4,-3,-1,-6,-1.5,-1,0.1,-27
COc1cc(OC)cc(C(=O)N[C@H](C(=O)Nc2cccc(S(=O)(=O)N3CCCC3)c2)C(C)C)c1,9,0,14,-1,2,-0.0069,-9,-0.6,-8
CCOc1ccc(NC(=O)CSc2nnc(-c3ccccn3)n2C)cc1,21,-3,2,1,15,-1.5,6,-1.2,-16[20 µM]
CCOC(=S)NC(=O)c1sc2ccccc2c1Cl,10,-4,-3,0,3,74*,1,1.3,-27
Cn1cccc1C(=O)OCC(=O)Nc1cccc(S(=O)(=O)N2CCOCC2)c1,2,8,-3,-3,-4,1.4,6,0.5,-16
CC1(C(O)(C#CC[N+]2(C)CCCCC2)c2ccccc2)CCCC1 (stereo not drawn),7,-2,4,-3,-1,0.069,4,0.6,-30
O=C(Nc1ccc(N2CCCC(O)C2)cc1)c1snc2c(=O)[nH]cnc12 (stereo not drawn),9,4,-20,0,6,-0.7,2,1.2,-11[20 µM]
Cn1c(=O)c2c(nc(NCC3CCCO3)n2Cc2ccccc2)n(C)c1=O (stereo not drawn),6,-3,-8,-3,-1,0.34,-4,-0.4,-15[20 µM]
COc1ccc(S(=O)(=O)N(CC(=O)N2CCN(C)CC2)C2CCCCC2)cc1OC,13,4,-15,0,7,·,1,-0.8,-24
CC(C)c1ccc(C(=O)NN2C(=O)C3CCCCC3C2=O)cc1 (stereo not drawn),15,0,-4,2,5,-0.53,4,0.3,-13
CCN(C(=O)CSc1cc(C)c2cccc(C)c2n1)C1CCS(=O)(=O)C1 (stereo not drawn),6,-3,2,0,1,0.45,1,1.2,-20
O=C(CN1CCCCCC1)Nc1ccc(F)c(F)c1,7,-4,-18,-1,-6,0.51,-2,0.0,-20[20 µM]
COc1ccc(CC(=O)Nc2cc(C)on2)cc1,16,2,-14,-2,-4,1.1,4,0.6,-18[20 µM]
CCN=C(NCC)SC1CC(=O)N(c2ccccc2)C1=O (stereo not drawn),-4,-6,-15,-1,-9,0.35,-3,-0.2,-27
O=c1cc2c(n[nH]1)CCCC2,18,4,-6,-1,4,0.69,6,0.9,-19
O=C(Nc1ccc(Oc2ccccc2)cc1)C1CC1,1,2,-10,3,-2,·,9,0.4,-26
CCOc1ccc(S(=O)(=O)NCCC(=O)OCC(=O)Nc2cc(C)on2)cc1,0,-5,-3,0,-3,-0.25,3,1.0,-15
Cc1cc(C(=O)COC(=O)CCC(=O)c2ccc3c(c2)OCCO3)c(C)n1Cc1ccco1,8,-6,-4,-1,4,·,-5,0.6,-19

Given with values under each structure: 10 of the compounds above.
Every second line gives: FXIIa inh | thrombin 1536 | KLK5 inh | Wee1 stabilizer | FXIa inh 1536 | Cl transport mod | p97 inhibitor | PERK inhibitor | Furin inh
Cc1ccnc(NS(=O)(=O)c2cccs2)c1
  13 | 3 | -8 | -1 | 3 | -0.19 | 4 | 1.0 | -28[20 µM]
COC(=O)c1ccc(CSc2nc3c(c(=O)n2-c2ccc(F)cc2)SCC3)o1
  -1 | -3 | -7 | 0 | -9 | -1.7 | 2 | -0.3 | -31[20 µM]
Cc1nnc(SCc2cc(=O)[nH]c(Nc3nc(C)c4ccccc4n3)n2)s1
  · | · | · | 0 | · | 1.1 | -1 | -0.7 | -21[20 µM]
CN(C)c1ccnc2sc3c(SCc4ccc(Cl)cc4)ncnc3c12
  10 | -3 | -16 | 2 | 10 | 0.031 | 2 | 0.7 | -16
O=C(Nc1ccc(Br)cc1)c1cc2ccccn2n1
  5 | 0 | 1 | -2 | 0 | -1 | 3 | 1.4 | -25
COc1ccc(CSc2nnc(C)n2N)cc1[N+](=O)[O-]
  -6 | -8 | -9 | 3 | -7 | 0.23 | 2 | -0.4 | -10
O=C(NCC1CCCO1)C1CCCN(Cc2cnn(-c3ccccc3)c2-n2cccc2)C1 (stereo not drawn)
  4 | -11 | -3 | 5 | 3 | · | -4 | -1.3 | -30[20 µM]
CCCCS(=O)(=O)C(=C1Nc2ccccc2N1)S(=O)(=O)CCCC
  3 | 1 | -3 | -1 | -3 | 0.67 | 3 | -0.4 | -32
O=C(c1ccc(Cn2c(=O)[nH]c3ccccc3c2=O)cc1)N1CCN(c2ccccn2)CC1
  7 | -4 | -15 | -3 | -8 | -0.022 | -3 | -0.8 | -22
Cn1c(SCc2ccc([N+](=O)[O-])cc2)nnc1-c1cccnc1
  5 | -4 | -3 | -1 | -6 | -1.5 | -1 | 0.1 | -27
